FLuc inhib CS – firefly luciferase enzyme inhibitors, primary screen, artefact control for luciferase-based inhibitor screens, biochemical, luminescence, ATPLite; 10 min; 1.5% of 200,000 active; inhibition, % at 10 µM; AID 1006, 2008;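 active = inhibition above about 50% when tested at 10 µM, limit read from the data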
Target sequence (P08659 whole entry, looked up): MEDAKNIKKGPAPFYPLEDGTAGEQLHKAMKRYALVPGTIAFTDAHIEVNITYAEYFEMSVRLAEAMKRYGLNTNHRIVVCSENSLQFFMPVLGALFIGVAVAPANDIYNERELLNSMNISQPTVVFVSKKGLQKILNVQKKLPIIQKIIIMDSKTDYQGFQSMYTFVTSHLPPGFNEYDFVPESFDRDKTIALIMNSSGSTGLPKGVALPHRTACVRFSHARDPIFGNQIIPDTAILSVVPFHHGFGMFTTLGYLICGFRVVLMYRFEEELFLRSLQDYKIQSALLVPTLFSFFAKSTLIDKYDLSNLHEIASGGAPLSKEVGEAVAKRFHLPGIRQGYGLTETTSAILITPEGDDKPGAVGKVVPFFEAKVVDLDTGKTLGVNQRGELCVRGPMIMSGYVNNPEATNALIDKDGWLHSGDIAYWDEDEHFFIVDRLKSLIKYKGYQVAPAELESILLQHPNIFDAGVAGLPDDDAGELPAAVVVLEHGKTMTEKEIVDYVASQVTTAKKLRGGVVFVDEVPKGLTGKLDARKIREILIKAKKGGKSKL
APP 5'UTR act – activators of APP 5'UTR luciferase reporter, primary screen, SH-SY5Y cells. SH-SY5Y APP 5'UTR luciferase reporter, luminescence; zero percent = DMSO vehicle wells. activation, % at 2 µM. 1% of 190,000 active. AID 1276, 2008;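 active = activation above a set limit, based on mean plus 3 SD of controls, cut at about 140% in these data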; note: values of inactives mirror those of a sister screen read the other way
NF-kB neuron act – activators of NF-kB expression in neurons, primary screen, cell-based, HTS; human neuronal cells, NF-kB reporter expression; hits give high values; fold change at 12.5 µM; 1.6% of 190,000 active; AID 1239, 2008; in the data active = fold change above about 3.3
APP transl inh – inhibitors of APP translation via 5'UTR reporter, primary screen, APP 5'UTR luciferase, SH-SY5Y cells | SH-SY5Y APP 5'UTR-luciferase reporter, luminescence | inhibition, % at 2 µM | 0.82% of 190,000 active | AID 1285, 2008;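 active = inhibition above a set limit, derived from the sample mean plus 3 SD, cut at about 45% in these data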; note: values of inactives mirror those of a sister screen read the other way
FLuc act counter – FLuc activators, initial screening, artefact control for FLuc-dependent activation tests, biochemical, ATPlite luminescence | Luciferin 4-monooxygenase (Photinus pyralis), P08659 | ATPlite luciferase biochemical, 10 min; 0 = ATP-free wells, 1 = DMSO control | activation factor at 10 µM | 200,000 tested, under 10 active | AID 1027, 2008;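 active = luciferase activation factor, scaled between plate controls, of at least 2 with compound at 10 µM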
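assay system = Luciferase/luciferin detection reagent, cell-free biochemical luciferase assay | also added = ATP substrate | times = 10 min post-reagent at room temperature | measured by = luminescence from luciferase reaction | measure = luciferase activation, seen as luminescence increase over controls | benchmarks = low control with PBS replacing ATP, high control enzyme plus ATP without compound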
STAT1 inh – STAT1 signaling inhibitors, primary screen, cell-based, HTS, luciferase reporter | NIH 3T3 STAT1-luciferase reporter, IFN-gamma, luminescence | 0.35% of 200,000 active | inhibition, % at 5.5 µM;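 active = inhibition above a set limit, the mean inhibition across all tested compounds plus 3 SD, cut at about 34% in these data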;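 note: 0% = IFN-gamma with DMSO and 100% = IFN-gamma with 300 µM nifuroxazide; values of inactives mirror those of a sister screen read the other way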
STAT3 act – IL-6 driven STAT3 reporter potentiators, primary screen, U3A cells, luciferase, luminescence, MLSCN library | IL-6 STAT3-luciferase reporter; 100% = signal with IL-6 EC80 alone | activation (% of control), % at 5.6 µM | 0.91% of 190,000 active | AID 871, 2007;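 active = activation above the screen-wide mean of compound activation plus 3 SD, cut at about 130% in these data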;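 note: 0% = background luminescence of wells with medium and substrate only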
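Assay system – human STAT1-deficient U3A cells with stable STAT3-luciferase reporter · Also added – IL-6 (33 ng/mL) · Schedule – compound 1 h, then IL-6 6 h at 37 °C · Technique – reporter luminescence signal · Evaluation – % activation versus median of IL-6-stimulated wells · Benchmarks – IL-6-only wells as 100% reference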
STAT1 act – STAT1 signaling activators, primary screen, cell-based, HTS, luciferase reporter; AID 932, 2007; 2.6% of 200,000 active; activation (% of control), % at 5.5 µM; NIH 3T3 STAT1-luciferase reporter, IFN-gamma, luminescence; 100% = IFN-gamma alone, no compound;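 active = activation above the screen-wide mean activation plus 3 SD, cut at about 130% in these data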;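 note: raw ratio to IFN-gamma control signal so 100% means no change and 0% no light; values of inactives mirror those of a sister screen read the other way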
STAT3 blocker – IL-6 driven STAT3 reporter inhibitors, primary screen, U3A cells, luciferase, luminescence, MLSCN library. IL-6 STAT3-luciferase reporter; host cell line lacks STAT1. inhibition, % at 5.5 µM. 0.89% of 190,000 active. AID 862, 2007;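 active = inhibition above the mean inhibition across all screened compounds plus 3 SD, cut at about 44% in these data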;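 note: 0% = DMSO only wells and 100% = 100 µM nifuroxazide control wells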
ROMK mod – ROMK potassium channel modulators, primary screen, cell-based, thallium flux, MLSMR library; 2% of 130,000 active; ATP-sensitive inward rectifier potassium channel 1 (Homo sapiens), P48048; AID 1918, 2009; Tet-inducible ROMK, thallium flux fluorescence; actives lie on both sides; B-score at 10 µM;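 active = signal ratio slope over the read window, or its plate-corrected B-score, at least 3 SD from the plate mean, either direction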;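 note: B-score of the F/F0 ratio slope over 7 to 12 s after thallium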
Target sequence (P48048 whole entry, looked up): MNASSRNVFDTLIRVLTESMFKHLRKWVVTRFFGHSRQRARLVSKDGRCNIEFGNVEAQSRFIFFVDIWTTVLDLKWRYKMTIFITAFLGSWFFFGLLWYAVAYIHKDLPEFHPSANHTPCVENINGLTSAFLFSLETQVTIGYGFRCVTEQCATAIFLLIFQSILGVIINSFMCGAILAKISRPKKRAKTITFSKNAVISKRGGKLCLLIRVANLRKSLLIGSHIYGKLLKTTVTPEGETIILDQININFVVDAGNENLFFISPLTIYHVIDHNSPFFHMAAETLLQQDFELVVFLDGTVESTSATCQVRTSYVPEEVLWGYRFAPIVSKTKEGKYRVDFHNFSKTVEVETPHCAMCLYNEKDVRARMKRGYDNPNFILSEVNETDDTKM
Active calls of the source: *; · = not tested or not shown.

SMILES | FLuc inhib CS | APP 5'UTR act | NF-kB neuron act | APP transl inh | FLuc act counter | STAT1 inh | STAT3 act | STAT1 act | STAT3 blocker | ROMK mod
CC1=C(C(=O)Nc2ccccc2)C(c2ccco2)C(C#N)=C(SCC(=O)OC(C)C)N1 (configuration not stated) | 1 | -15 | 0.44 | 15 | 1 | 6 | 100 | 94 | 5 | ·
O=C(CSCc1ccc(Cl)cc1)N/N=C/c1ccccc1 | -6 | -5 | 1.2 | 5 | 1.1 | -3 | 92 | 102 | 10 | 0.039
O=C(c1ccco1)N1CCN(C(=O)C2CCN(S(=O)(=O)Cc3ccccc3)CC2)CC1 | -4 | 7 | 1.2 | -7 | 1 | -8 | 105 | 108 | -4 | -1.4
CCOC(=O)C1=C(C)N(C)C(=S)NC1c1cc(OC)ccc1OC (configuration not stated) | -6 | -5 | 1.1 | 5 | 1.1 | 5 | 97 | 94 | 5 | ·
CCOC(=O)c1c(NC(=O)CSc2nc3nc(C)cc(C)n3n2)sc(CC)c1C | -7 | 28 | 1.1 | -28 | 1.1 | 3 | 97 | 97 | 1 | -0.12
COc1ccc(NC(=O)CN(C)S(=O)(=O)c2ccccc2)c([N+](=O)[O-])c1 | -1 | 15 | 1.1 | -15 | 1 | 5 | 105 | 96 | 6 | ·
CC1(C)Cc2c(C#N)c(N3CCN(C(=O)c4ccccc4Cl)CC3)nc(-c3ccco3)c2CS1 | -1 | 13 | 1 | -13 | 1 | 9 | 106 | 92 | 1 | -1.8*
COc1ccc(OC)c(C2=Nn3c(nnc3-c3cccc(OC(C)C)c3)SC2)c1 | -7 | -9 | 0.57 | 10 | 1.1 | 10 | 106 | 91 | -2 | ·
Cc1cc(S(=O)(=O)N2CCN=C2c2ccccc2)c(C)cc1Cl | -2 | -2 | 0.94 | 2 | 1 | 8 | 101 | 93 | 2 | ·
Cc1[nH]ccc(=O)c1Oc1ncc(C(F)(F)F)cc1Cl | -3 | 4 | 1 | -4 | 1 | 0 | 98 | 98 | 6 | ·
CC12CCC(c3c1nc1ccccc1[n+]3[O-])C2(C)C (configuration not stated) | -6 | -25 | 1.5 | 25 | 1.1 | -1 | 104 | 101 | -1 | 0.99
Cc1[nH]c2ccc(F)cc2c1CCN(Cc1cccnc1)C(=S)Nc1cccc(F)c1 | -8 | 15 | 1 | -15 | 1.1 | 10 | 96 | 90 | 6 | 0.64
CCOC(=O)c1[nH]c2c(c1C)C(=O)CC(c1ccc(OC)c(OC)c1)C2 (configuration not stated) | -3 | -44 | 1.1 | 44 | 1 | 10 | 86 | 91 | 20 | -0.41
Cc1nnc2n(-c3ccccc3)c(=O)c3c4c(sc3n12)CCCC4 | -8 | 5 | 1.1 | -5 | 1.1 | 12 | 86 | 89 | 19 | -1.5
O=C(Nn1cnnc1)C1Cc2ccccc2CN1S(=O)(=O)c1ccc(F)cc1 (configuration not stated) | -2 | 11 | 1.1 | -11 | 1 | 4 | 100 | 96 | 4 | 0.16

Full records, quoted from the list. Screens in order: FLuc inhib CS, APP 5'UTR act, NF-kB neuron act, APP transl inh, FLuc act counter, STAT1 inh, STAT3 act, STAT1 act, STAT3 blocker, ROMK mod
CC1=C(C(=O)Nc2ccccc2)C(c2ccco2)C(C#N)=C(SCC(=O)OC(C)C)N1 (configuration not stated) in the list: 1, -15, 0.44, 15, 1, 6, 100, 94, 5, ·
Cc1[nH]ccc(=O)c1Oc1ncc(C(F)(F)F)cc1Cl in the list: -3, 4, 1, -4, 1, 0, 98, 98, 6, ·
COc1ccc(OC)c(C2=Nn3c(nnc3-c3cccc(OC(C)C)c3)SC2)c1 in the list: -7, -9, 0.57, 10, 1.1, 10, 106, 91, -2, ·

Later entries.
SMILES | FLuc inhib CS | APP 5'UTR act | NF-kB neuron act | APP transl inh | FLuc act counter | STAT1 inh | STAT3 act | STAT1 act | STAT3 blocker | ROMK mod
Cc1ccc(C(O)P(=O)(OC2CCCCC2)OC2CCCCC2)cc1 (configuration not stated) | -3 | 6 | 1.1 | -6 | 1 | -1 | 104 | 101 | 0 | -0.65
CCCCCCCn1c2c(c(=N)c3c1CCC3)CCCC2 | -5 | -22 | 1.5 | 22 | 1 | 24 | 34 | 76 | 81* | -1.9
Cc1ccccc1Nc1nnc(SCC2CCCCO2)s1 (configuration not stated) | 60* | 146* | 6.1* | -146 | 0.4 | -30 | 100 | 129* | -2 | -0.032
COc1cccc(-n2nnnc2SCC(=O)NC2CCCC2)c1 | -4 | 1 | 1 | -1 | 1 | -4 | 101 | 104 | 3 | 0.19
CC(=O)c1cccc(NS(C)(=O)=O)c1 | -5 | -1 | 1 | 1 | 1 | 24 | 91 | 78 | 18 | 0.1
O=C1NC(c2ccncc2)Nc2sc3c(c21)CCCC3 (configuration not stated) | 1 | 17 | 1.7 | -17 | 1 | -8 | 90 | 107 | 17 | ·
CC(=O)NCCC(Cc1ccccc1)c1ccco1 (configuration not stated) | -10 | 2 | 1.1 | -2 | 1.1 | 8 | 104 | 92 | -1 | 0.38
COC(=O)C1CCN(c2cc(=O)n(C3CCCCC3)c(=O)[nH]2)CC1 | 0 | 0 | 0.91 | 0 | 1 | 9 | 103 | 91 | 0 | 0.028
CC(=O)Nc1nc2c(c3c1c(=O)oc1ccccc13)CCCC2 | -3 | 17 | 1.1 | -17 | 1 | 0 | 106 | 100 | -1 | ·
NC(=O)CNC(=O)[C@@H]1CC2(CC(c3ccc(Cl)cc3)=NO2)CN1C(=O)c1ccccc1 (some centres not stated) | -1 | 3 | 1.5 | -3 | 1 | -1 | 93 | 101 | 15 | -0.017
CCC(C)(C)n1nnnc1C(c1cc2cc(OC)c(OC)cc2[nH]c1=O)N1CCc2ccccc21 (configuration not stated) | 7 | 23 | 0.7 | -22 | 0.9 | 0 | 105 | 100 | -5 | ·
O=C(CS(=O)(=O)Cc1ccccc1)Nc1cccnc1 | -9 | 6 | 0.98 | -6 | 1.1 | 0 | 103 | 100 | 0 | 0.0031
COc1ccc(Cl)cc1NC(=O)C1CCCN(c2cc(C)nc3ncnn23)C1 (configuration not stated) | -3 | 5 | 0.7 | -5 | 1 | 12 | 86 | 89 | 23 | ·
CCOC(=O)c1cc2c(C)nn(-c3ccccc3)c2s1 | -3 | -5 | · | 5 | 1 | -13 | 148* | 112 | -54 | -0.11
COc1ccccc1NC(=O)CC(NCCN(C)C)C(=O)O (configuration not stated) | -10 | -24 | 1.5 | 24 | 1.1 | -13 | 103 | 112 | 3 | -0.12
CC1=NOC(=O)/C1=C\c1ccc(-c2ccc(Cl)cc2Cl)o1 | -1 | 0 | 1 | 0 | 1 | -13 | 129 | 112 | -30 | -0.53
CCn1c(SCC(=O)Nc2nc(C)c(C)s2)nnc1-c1cccnc1 | -5 | -3 | 1.9 | 3 | 1.1 | 3 | 89 | 97 | 19 | -0.51
c1ccc(-n2nnnc2-c2cnc(-c3ccncc3)nc2-c2cccs2)cc1 | -6 | 14 | 0.89 | -14 | 1.1 | 5 | 85 | 95 | 22 | ·
CC1CCN(S(=O)(=O)c2ccc3ncn(CC(=O)N4CCN(C)CC4)c(=O)c3c2)CC1 | -4 | 4 | 0.89 | -4 | 1 | -8 | 103 | 106 | 8 | -0.33
COc1ccc(CNC(=O)c2cccs2)cc1 | -4 | 6 | 1.6 | -6 | 1 | -1 | 103 | 101 | 4 | 0.91
Cc1ccnc(NS(=O)(=O)c2ccc(NC(=O)C34CC5CC(CC(C5)C3)C4)cc2)n1 | -8 | -15 | 1.3 | 14 | 1.1 | 4 | 100 | 97 | 5 | 0.11
O=C(c1cn(-c2ccccc2)nc1-c1ccc(F)cc1)N1CCCCC1 | 2 | 11 | 0.74 | -11 | 1 | 12 | 108 | 90 | -9 | ·
CC(C)(C)c1ccc(C(=O)Nc2ccc(C=C(C#N)C#N)cc2)cc1 | 5 | 59 | 1.2 | -59 | 0.9 | -4 | 88 | 104 | 15 | 0.091
Nn1c(SCC(=O)N2CCOCC2)nnc1-c1ccc(Cl)cc1Cl | -7 | 5 | 1.4 | -5 | 1.1 | 4 | 100 | 96 | 5 | ·
O=C(COc1ccc([N+](=O)[O-])cc1)Nc1ccc(N2CCCC2)cc1 | -2 | -6 | 1.1 | 6 | 1 | 0 | 100 | 100 | 2 | ·
N#Cc1nc(COc2ccccc2)oc1N1CCC(Cc2ccccc2)CC1 | -7 | -5 | 1.1 | 6 | 1.1 | 1 | 105 | 99 | -2 | ·
O=P(O)(O)CCP(=O)(c1ccccc1)c1ccccc1 | -5 | -10 | 1.1 | 10 | 1 | 7 | 99 | 94 | 4 | ·
COc1ccccc1C(=O)Nc1nnc(-c2ccco2)s1 | 51* | 145* | 3.2 | -145 | 0.5 | -41 | 101 | 138* | 4 | -1
Cc1ccc(/C=C2\SC(=S)N(Cc3ccccc3)C2=O)o1 | -6 | -11 | 1.3 | 11 | 1.1 | 7 | 106 | 93 | 5 | ·
Cn1ncc(Br)c1C(=O)O | -3 | 4 | 1 | -4 | 1 | -8 | 105 | 108 | 3 | -0.23
Cc1ccnc(NC(=O)Nc2ccc(Br)cc2Cl)c1 | 32 | 165* | 1.1 | -165 | 0.7 | -75 | 99 | 168* | 12 | 0.25
Cn1nnc2cc(C(=O)N3CCCCCC3)ccc21 | -3 | · | 0.97 | -10 | 1 | -3 | 96 | 101 | 7 | 0.56
Cc1ccc(C(=O)OCC(=O)Nc2nc(-c3ccccc3)cs2)cc1NC(=O)c1ccco1 | -2 | 15 | · | -15 | 1 | 2 | 95 | 99 | 11 | -0.63
Cc1ccc(S(=O)(=O)N(CC(=O)NCCSc2ccccn2)c2ccc(C)c(C)c2)cc1 | -5 | -18 | 1.2 | 18 | 1.1 | 6 | 105 | 96 | -9 | -1
CN1CCCc2cc3c(C(F)(F)F)cc(=O)oc3nc21 | -2 | 18 | 1.1 | -18 | 1 | 2 | 104 | 99 | -3 | ·
O=C(NC(=S)Nc1c(Cl)ccc2nsnc12)c1ccco1 | -4 | 26 | 0.8 | -26 | 1 | 2 | 101 | 98 | 1 | ·
O=C(N/N=C/c1ccc([N+](=O)[O-])o1)c1cc(-c2cccc(Br)c2)nc2ccccc12 | 17 | 2 | 1.4 | -2 | 0.8 | 4 | 104 | 97 | 2 | ·
COc1ccccc1N(CCC#N)C(=O)CSc1nc(-c2ccccc2)cn1N | -6 | 5 | 1 | -5 | 1.1 | 6 | 99 | 94 | 3 | -0.01
CC(C)C(=O)N1CCN(c2ccccc2NC(=O)Cc2ccc(Cl)cc2)CC1 | -10 | 4 | 0.65 | -4 | 1.1 | 9 | 102 | 92 | 0 | 0.59
Cc1cc(Cl)c(OCCOCCN2CCCC(C)C2)c(Br)c1 (configuration not stated) | -7 | 2 | 0.93 | -2 | 1.1 | 5 | 98 | 94 | 14 | -0.76

Compound activity deposited in PubChem by several laboratories.
